Compound activity as filed in PubChem.
p53null 32C kill: p53 null cell cytotoxicity, permissive temperature; H1299-neo p53 null cells, ATP luminescence, 24 h, 32C; 0.62% of 55,000 active; Potency, µM (series often up to 46.1 µM), without a hit: at the top dose activity change, negative = cytotoxicity, most hits filed as cytotoxic;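 further: potency means the concentration at half of the fitted maximal effect; 0% = DMSO only and -100% = full killing by 100 µM tamoxifen; nearly all actives have a fitted effect of over 55% in size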
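H1299-neo (p53 null) cells, 600/well, treated 24 h at 32C with compound up to 46 uM; ATPlite luminescence viability, normalized to DMSO and 100 uM tamoxifen; AC50 by Hill fit.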
PTAP-TSG101 blk: blocks PTAP binding to human TSG101, validation | 44,000 tested, under 10 active | AID 1347069 | Q99816 | Fluorescence polarization, FITC-PTAP peptide/Tsg101, 20 min | Potency, µM (highest dose often 115 µM), inactives show top-dose activity change, negative = inhibition, usual class: inhibitors; further: potency means the concentration at half of the fitted maximal effect; 0% is about no effect
Target sequence (Q99816 whole entry, looked up): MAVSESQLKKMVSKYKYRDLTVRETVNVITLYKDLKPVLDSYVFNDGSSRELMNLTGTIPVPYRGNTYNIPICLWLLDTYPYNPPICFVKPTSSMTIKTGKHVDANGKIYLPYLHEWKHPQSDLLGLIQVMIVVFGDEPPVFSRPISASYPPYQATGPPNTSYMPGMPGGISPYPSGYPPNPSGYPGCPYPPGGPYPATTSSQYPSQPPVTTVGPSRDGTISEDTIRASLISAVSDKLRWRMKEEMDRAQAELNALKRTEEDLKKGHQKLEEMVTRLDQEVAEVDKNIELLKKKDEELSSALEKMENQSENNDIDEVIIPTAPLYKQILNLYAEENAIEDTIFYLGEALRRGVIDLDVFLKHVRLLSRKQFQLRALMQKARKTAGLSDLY
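FITC-labeled PTAP peptide (50 nM final) binding to Tsg101 binding domain (10 uM final) read by fluorescence polarization after 20 min at r.t. in HEPES pH 7.5 buffer. Actives by CRC class, <25 µM.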
GALK inh: GALK (human) enzyme inhibition; AID 1347072; P51570; Potency, µM (doses to about 57.5 µM), inactives show at the highest dose activity, negative = inhibition, hits mostly inhibitors; 44,000 tested, under 10 active; recombinant GALK, Kinase-Glo ATP luminescence, 1 h;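 further: plate controls were full GALK reaction for no effect and reaction lacking GALK for full effect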
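Human GALK (5 nM) was incubated with 35 uM ATP and 100 uM galactose in 20 mM HEPES pH 8.0 with MgCl2, NaCl, DTT and BSA for 1 h at room temperature. Remaining ATP was measured by Kinase-Glo Plus luminescence.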
FH mod: Identification of activators of human fumarate hydratase by quantitative high-throughput screening. Fumarate hydratase, mitochondrial (Homo sapiens), P07954. FH coupled MDH/diaphorase resazurin fluorescence, 15 min. Potency, µM (series often up to 79.9 µM), inactives show top-dose activity change, negative = inhibition, most hits filed as inhibitors. 0.22% of 54,000 active; further: potency means the concentration at half of the fitted maximal effect; on the % scale 0 is the no-effect control and ±100 the full control effect; the screen sought activators but most active calls are inhibition curves; nearly all actives have a fitted effect of over 45% in size
B2AR arrestin ag: agonists recruiting beta-arrestin to human beta2-adrenergic receptor; HTLA Tango cells, beta-arrestin recruitment, luciferase luminescence, 18 h; AID 1347077; 44,000 tested, under 10 active; Potency, µM (doses to about 46.1 µM), inactives show at the highest dose activation, usual class: activators; P07550;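 further: potency means the concentration at half of the fitted maximal effect; 0% = DMSO and full agonism = EC100 isoproterenol or metaproterenol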
Target sequence (P07550 whole entry, looked up): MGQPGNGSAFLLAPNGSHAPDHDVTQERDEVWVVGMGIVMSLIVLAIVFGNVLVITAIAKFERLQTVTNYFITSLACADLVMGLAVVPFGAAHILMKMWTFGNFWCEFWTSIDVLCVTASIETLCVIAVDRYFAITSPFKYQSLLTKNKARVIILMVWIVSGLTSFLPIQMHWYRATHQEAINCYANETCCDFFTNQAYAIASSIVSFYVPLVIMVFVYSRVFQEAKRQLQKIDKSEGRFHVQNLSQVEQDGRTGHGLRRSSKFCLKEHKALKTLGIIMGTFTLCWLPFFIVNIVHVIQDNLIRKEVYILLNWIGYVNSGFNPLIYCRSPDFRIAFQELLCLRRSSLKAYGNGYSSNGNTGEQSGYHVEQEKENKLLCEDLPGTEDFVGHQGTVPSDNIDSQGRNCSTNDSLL
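Tango cell line, 1% FBS DMEM; cpd titration up to 46 microM; 18 hr, 37 degrees C, 5% CO2. Luciferin/ATP substrate mix added, 15 min RT, luminescence. %Activity, CRC fitting, curve-class categorization.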
NTMT1 inh: NTMT1 methyltransferase inhibition | Q9BV86 | AID 1645870 | NTMT1 MTase-Glo SAH luminescence, purified enzyme | Potency, µM (titrated, usually from 114 µM), inactives show at the top dose activity change, negative = inhibition, actives largely listed as inhibitors | 2.5% of 59,000 active;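 further: potency means the concentration at half of the fitted maximal effect; plate controls were DMSO vehicle for no effect and no enzyme for full effect; nearly all actives have a fitted effect of over 65% in size; many of its hits are not listed in these tables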
Target sequence (Q9BV86 whole entry, looked up): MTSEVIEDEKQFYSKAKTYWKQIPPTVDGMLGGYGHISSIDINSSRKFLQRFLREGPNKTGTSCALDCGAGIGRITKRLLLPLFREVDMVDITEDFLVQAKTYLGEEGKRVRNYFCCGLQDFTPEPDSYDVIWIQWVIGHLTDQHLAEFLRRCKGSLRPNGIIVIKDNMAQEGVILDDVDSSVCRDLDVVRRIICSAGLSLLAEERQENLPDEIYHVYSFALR
p53null 39C tox: p53 null cell cytotoxicity, nonpermissive temperature. H1299 p53-null (neo) cells, 39C, ATPlite viability, 24 h. Potency, µM (titrated, usually from 46.1 µM), inactives show top-dose activity, negative = cell killing, most hits filed as cytotoxic. 0.97% of 55,000 active. AID 904;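 further: potency means the concentration at half of the fitted maximal effect; 0% = DMSO only and -100% = full killing by 100 µM tamoxifen; nearly all actives have a fitted effect of over 50% in size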
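Following overnight plating at 37C (600 cells/well), H1299-neo or H1299-p53A138V cells are dosed up to 46 uM. Incubation lasts 24 hr at 39C before ATP detection.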
The depositor's hits bear a star. The call rests on the fitted dose curve; in most records, active means well fitted curve in the direction sought with a large enough effect; inconclusive means small, poorly fitted or top-dose-only effect, or another doubt; inactive means no such curve, though single readings can be large; an effect the other way counts as inactive or inconclusive. A portion of the library; rates above refer to the full screens.

For COc1ccccc1CNC(=O)c1cn(C)c2ccc(S(=O)(=O)N3CCC(C)CC3)cc2c1=O the results were p53null 32C kill 1%, PTAP-TSG101 blk -7%, GALK inh 9%, FH mod -6%, B2AR arrestin ag 0%, NTMT1 inh 10% and p53null 39C tox 17%.
COc1ccc(OC)c(NC(=O)c2ccc(-c3nc(COc4ccccc4)c(C)o3)cc2)c1 was read as p53null 32C kill -6%, PTAP-TSG101 blk 3%, GALK inh 2%, B2AR arrestin ag 0% and p53null 39C tox 3%.
Screening COc1ccc(OC)c(CCNC(=O)c2nn(C)c3c2CSc2ccccc2-3)c1 returned p53null 32C kill -3%, PTAP-TSG101 blk 3%, GALK inh 3%, FH mod -18%, B2AR arrestin ag -3%, NTMT1 inh -1% and p53null 39C tox 18%.
CCC(C)NC(=O)c1cccc(NC(=O)c2nsc3ccccc23)c1 (stereo not drawn) was read as p53null 32C kill inconclusive, PTAP-TSG101 blk -1%, GALK inh -2%, FH mod -24%, B2AR arrestin ag 1%, NTMT1 inh -12% and p53null 39C tox inconclusive.
For COc1ccc(Nc2cc(C)nc3c(C)c(C)ccc23)cc1 the results were p53null 32C kill 7%, PTAP-TSG101 blk -5%, GALK inh -1%, FH mod -21%, B2AR arrestin ag 5%, NTMT1 inh 9% and p53null 39C tox 16%.
Screening Cc1ccc(NC(=O)c2nn(C)c3c2CS(=O)(=O)c2ccccc2-3)c(Cl)c1 returned p53null 32C kill 8%, PTAP-TSG101 blk -2%, GALK inh -2%, FH mod 5%, B2AR arrestin ag 0%, NTMT1 inh 4% and p53null 39C tox -14%.
Screening CC1=C(C(=O)Nc2ccc(F)cc2F)C2(CCCCCC2)OC1=O returned p53null 32C kill -2%, PTAP-TSG101 blk 2%, GALK inh 1%, FH mod -6%, B2AR arrestin ag 0%, NTMT1 inh inconclusive and p53null 39C tox -10%.
Screening CC(=O)N1CCc2c(sc3c2c(=O)n(-c2cccc(Cl)c2)c(=O)n3Cc2ccc(F)cc2Cl)C1 returned p53null 32C kill 6%, PTAP-TSG101 blk -5%, GALK inh -4%, FH mod -30%, B2AR arrestin ag -1%, NTMT1 inh 7% and p53null 39C tox 21%.
For Cc1ccc(NC(=O)Cn2c(=O)n(Cc3nc(C)no3)c(=O)c3cc4c(cc32)OCO4)cc1 the results were p53null 32C kill 8%, PTAP-TSG101 blk 0%, GALK inh inconclusive, FH mod 1%, B2AR arrestin ag 0%, NTMT1 inh -11% and p53null 39C tox 2%.
For O=C(NCc1cccc(Br)c1)c1cccn1-c1nnc(N2CCCCC2)s1 the results were p53null 32C kill 0%, PTAP-TSG101 blk 1%, GALK inh 2%, FH mod -26%, B2AR arrestin ag -1%, NTMT1 inh 14% and p53null 39C tox -1%.

The list goes on; the last 5 above are carried over.
Screening Cc1ccc(NC(=O)c2nn(C)c3c2CS(=O)(=O)c2ccccc2-3)c(Cl)c1 returned p53null 32C kill 8%, PTAP-TSG101 blk -2%, GALK inh -2%, FH mod 5%, B2AR arrestin ag 0%, NTMT1 inh 4% and p53null 39C tox -14%.
Screening CC1=C(C(=O)Nc2ccc(F)cc2F)C2(CCCCCC2)OC1=O returned p53null 32C kill -2%, PTAP-TSG101 blk 2%, GALK inh 1%, FH mod -6%, B2AR arrestin ag 0%, NTMT1 inh inconclusive and p53null 39C tox -10%.
Screening CC(=O)N1CCc2c(sc3c2c(=O)n(-c2cccc(Cl)c2)c(=O)n3Cc2ccc(F)cc2Cl)C1 returned p53null 32C kill 6%, PTAP-TSG101 blk -5%, GALK inh -4%, FH mod -30%, B2AR arrestin ag -1%, NTMT1 inh 7% and p53null 39C tox 21%.
For Cc1ccc(NC(=O)Cn2c(=O)n(Cc3nc(C)no3)c(=O)c3cc4c(cc32)OCO4)cc1 the results were p53null 32C kill 8%, PTAP-TSG101 blk 0%, GALK inh inconclusive, FH mod 1%, B2AR arrestin ag 0%, NTMT1 inh -11% and p53null 39C tox 2%.
For O=C(NCc1cccc(Br)c1)c1cccn1-c1nnc(N2CCCCC2)s1 the results were p53null 32C kill 0%, PTAP-TSG101 blk 1%, GALK inh 2%, FH mod -26%, B2AR arrestin ag -1%, NTMT1 inh 14% and p53null 39C tox -1%.
CCc1ccc(Nc2nn3c(=O)c4cc5c(cc4nc3s2)OCO5)cc1 was read as p53null 32C kill -2%, PTAP-TSG101 blk -3%, GALK inh -3%, FH mod -1%, B2AR arrestin ag -1%, NTMT1 inh -17% and p53null 39C tox 2%.
`COc1cc(NC(=O)CC(c2cccs2)N2Cc3ccccc3C2=O)cc(OC)c1OC` (stereo not drawn) gave p53null 32C kill -10%, PTAP-TSG101 blk 0%, GALK inh 2%, FH mod -18%, B2AR arrestin ag 0%, NTMT1 inh -10% and p53null 39C tox -23%.
COc1ccc(NC(=O)CCCN2C(=O)COc3ccc(C)cc32)cc1OC was read as p53null 32C kill 3%, PTAP-TSG101 blk -9%, GALK inh 0%, FH mod -1%, B2AR arrestin ag -3%, NTMT1 inh -4% and p53null 39C tox -14%.
CC(=O)c1ccc(NC(=O)c2nn(C)c3c2CS(=O)(=O)c2ccccc2-3)cc1 was read as p53null 32C kill -2%, PTAP-TSG101 blk 2%, GALK inh 2%, FH mod -12%, B2AR arrestin ag 0%, NTMT1 inh -1% and p53null 39C tox -12%.
For COc1ccc(Nc2oc(/C=C/c3cccc(OC)c3)nc2C#N)cc1 the results were p53null 32C kill 2%, PTAP-TSG101 blk 3%, GALK inh 3%, FH mod -1%, B2AR arrestin ag -2%, NTMT1 inh 15% and p53null 39C tox -3%.
`COc1ccccc1CNC(=O)CSc1nc(=O)[nH]c2c1CCCC2` gave p53null 32C kill 6%, PTAP-TSG101 blk -2%, GALK inh 2%, FH mod -1%, B2AR arrestin ag 1%, NTMT1 inh 9% and p53null 39C tox -7%.
`CCOC(=O)CSc1nc2cc3c(cc2c(=O)n1CCCC(=O)NCCc1ccc(OC)c(OC)c1)OCO3` gave p53null 32C kill 10%, PTAP-TSG101 blk -9%, GALK inh -8%, FH mod -14%, B2AR arrestin ag -3%, NTMT1 inh -15% and p53null 39C tox 4%.
Screening Cc1ccc(C)c(N2CCN(c3ncnc4c3nc3n4CCCC3)CC2)c1 returned p53null 32C kill 0%, PTAP-TSG101 blk 4%, GALK inh 2%, FH mod inconclusive, B2AR arrestin ag 0%, NTMT1 inh -5% and p53null 39C tox -17%.
Screening Cc1ccc(C(=O)Nc2ccccc2C(=O)OCc2cc(=O)n3nc(C4CC4)sc3n2)cc1 returned p53null 32C kill 3%, PTAP-TSG101 blk 0%, GALK inh -4%, FH mod 3%, B2AR arrestin ag -1%, NTMT1 inh 18% and p53null 39C tox inconclusive.
Screening Cc1ccccc1CNC(=O)C(=O)NCC(c1cccs1)S(=O)(=O)c1ccc(Cl)cc1 (stereo not drawn) returned p53null 32C kill 3%, PTAP-TSG101 blk 0%, GALK inh -7%, FH mod -19%, B2AR arrestin ag -1%, NTMT1 inh 0% and p53null 39C tox 4%.
COc1cc(C2c3c(-c4cc(C)ccc4O)n[nH]c3C(=O)N2CCCO)ccc1OCCC(C)C (stereo not drawn) was read as p53null 32C kill 26%, PTAP-TSG101 blk -4%, GALK inh 3%, FH mod -3%, B2AR arrestin ag -2%, NTMT1 inh 11% and p53null 39C tox inconclusive.
`Cc1cc(=O)c2cc(C(=O)Nc3ccc(C)c(C)c3)ccc2[nH]1` gave p53null 32C kill -4%, PTAP-TSG101 blk -1%, GALK inh -1%, FH mod -2%, B2AR arrestin ag 0%, NTMT1 inh -15% and p53null 39C tox 6%.
For O=C(Nc1ccc(F)cc1F)C(Cc1ccccc1)N1Cc2ccccc2C1=O (stereo not drawn) the results were p53null 32C kill -11%, PTAP-TSG101 blk -1%, GALK inh 0%, FH mod -12%, B2AR arrestin ag 2%, NTMT1 inh 9% and p53null 39C tox -12%.
Screening Cc1ccc2c(c1)C(=O)C(=O)N2Cc1ccc(OCCC(C)C)cc1 returned p53null 32C kill 20%, PTAP-TSG101 blk 1%, GALK inh -7%, FH mod 4%, B2AR arrestin ag -2%, NTMT1 inh -2% and p53null 39C tox inconclusive.
Cc1cccc(-c2nc(-c3ccc4c(c3)[nH]c(=O)n4C)no2)c1 was read as p53null 32C kill -5%, PTAP-TSG101 blk -1%, GALK inh -6%, FH mod 4%, B2AR arrestin ag -1%, NTMT1 inh -13% and p53null 39C tox 17%.
Cc1cccc(C(=O)Nc2nnc(S(=O)(=O)N3CCC(C)CC3)s2)c1 was read as p53null 32C kill -3%, PTAP-TSG101 blk 1%, GALK inh 1%, FH mod -4%, B2AR arrestin ag -1%, NTMT1 inh 4% and p53null 39C tox -1%.
CCC(=O)NCC(c1ccc2c(c1)OCO2)N1CCN(c2ccccc2)CC1 (stereo not drawn) was read as p53null 32C kill inconclusive, PTAP-TSG101 blk 3%, GALK inh -1%, FH mod -15%, B2AR arrestin ag 1%, NTMT1 inh -8% and p53null 39C tox -20%.
CC(C)Oc1ccc(C(=O)N2CC(=O)Nc3ccc(F)cc3C2c2ccc(F)cc2)cc1 (stereo not drawn) was read as p53null 32C kill 10%, PTAP-TSG101 blk -7%, GALK inh 1%, FH mod -9%, B2AR arrestin ag -2%, NTMT1 inh 8% and p53null 39C tox 11%.
COc1ccc(OC)c(/C=C(/C#N)c2nc(-c3ccc(-c4ccccc4)cc3)cs2)c1 was read as p53null 32C kill 7%, PTAP-TSG101 blk 0%, GALK inh -19%, FH mod -7%, B2AR arrestin ag -1%, NTMT1 inh -10% and p53null 39C tox -5%.
Cc1ccc(Cn2c(SCC(=O)C(C)(C)C)nc3ccsc3c2=O)cc1 was read as p53null 32C kill 6%, PTAP-TSG101 blk -2%, GALK inh -3%, FH mod -19%, B2AR arrestin ag -3%, NTMT1 inh 0% and p53null 39C tox 14%.
Screening CCn1cc(C(=O)NCc2ccccc2Cl)c(=O)c2cc(S(=O)(=O)N3CCc4ccccc4C3)ccc21 returned p53null 32C kill 7%, PTAP-TSG101 blk -12%, GALK inh 6%, FH mod -13%, B2AR arrestin ag 1%, NTMT1 inh 12% and p53null 39C tox 3%.
For CCN1CCc2c(sc(-n3cccc3)c2C(C)NC(=O)Nc2ccccc2C)C1 (stereo not drawn) the results were p53null 32C kill -8%, PTAP-TSG101 blk 1%, GALK inh -1%, FH mod 13%, B2AR arrestin ag 0%, NTMT1 inh -3% and p53null 39C tox -15%.
`CCOC(=O)C1CCCN(C(=O)Cn2ncc3c([nH]c4ccc(C)cc43)c2=O)C1` (stereo not drawn) gave p53null 32C kill 6%, PTAP-TSG101 blk -2%, GALK inh -3%, FH mod -7%, B2AR arrestin ag -1%, NTMT1 inh 2% and p53null 39C tox -19%.
